# Screens deposited in PubChem by several laboratories.
# PostGolgi ctrl: yeast control strain growth, post-Golgi counter-screen. AID 738. actives 5% (n = 98,000). efflux-deficient yeast background strain, growth absorbance A615, 16 h. inhibition, % at 10 µM
# PostGolgi yeast: growth inhibition of a yeast mutant, post-Golgi transport screen | post-Golgi transport phenotypic cell assay | inhibition, % at 10 µM | actives 0.9% (n = 98,000);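 also: yeast cells grown in 1536-well plates; yeast grown about 18 h at 30C before absorbance read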
# hDAT+cocaine: human DAT dopamine uptake with cocaine, either direction; Q01959; LLC-PK1 hDAT cells, [14C]-dopamine uptake with cocaine IC80; actives deviate in either direction; B-score at 10 µM; actives 1.3% (n = 110,000);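 active = Z score or B-score, a plate-position-corrected score, falls beyond the plate's 99.7% confidence bounds, in either direction; inactive = both scores lie inside the 99.7% bounds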;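 also: scored against the spread of the other compound wells on the same plate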
# CYP2C19 inhib: inhibitors of human CYP2C19 | CYP2C19 Supersomes, luciferin-H EGE luminescence, 30 min | inhibition, % at 5 µM | actives 21% (n = 96,000) | AID 778;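 active = CYP2C19 inhibition above a set limit at 5 µM in the primary screen, cut at about 50% in these data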;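 also: plate controls were negative control wells for no effect and 2.5 mM tranylcypromine positive control for full effect; values of inactives mirror those of a sister screen read the other way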
# Target sequence (P33261 whole entry, looked up): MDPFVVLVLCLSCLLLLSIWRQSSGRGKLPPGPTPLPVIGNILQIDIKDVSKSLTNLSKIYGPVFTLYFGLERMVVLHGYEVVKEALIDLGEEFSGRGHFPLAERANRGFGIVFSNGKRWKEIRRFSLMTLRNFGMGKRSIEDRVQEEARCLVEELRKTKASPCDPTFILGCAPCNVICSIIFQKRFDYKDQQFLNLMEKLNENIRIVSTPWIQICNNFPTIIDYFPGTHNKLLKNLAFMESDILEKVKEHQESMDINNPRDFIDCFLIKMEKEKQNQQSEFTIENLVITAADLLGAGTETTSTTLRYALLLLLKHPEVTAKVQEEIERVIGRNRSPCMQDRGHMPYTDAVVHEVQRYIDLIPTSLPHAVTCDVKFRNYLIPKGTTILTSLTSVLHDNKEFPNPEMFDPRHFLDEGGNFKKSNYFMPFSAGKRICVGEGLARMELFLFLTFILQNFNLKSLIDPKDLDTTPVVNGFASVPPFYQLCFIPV
# S1P2 antag: antagonists of human S1P2 receptor | cell-based S1P2 antagonist assay, inhibition at 5 uM | inhibition, % at 5 µM | actives 0.21% (n = 97,000) | O95136; in the data active = inhibition above about 45%;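 also: CRE beta-lactamase reporter cells expressing human S1P2 stimulated with S1P; 0% = agonist at EC80 alone and 100% = agonist plus reference antagonist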
# Target sequence (O95136 whole entry, looked up): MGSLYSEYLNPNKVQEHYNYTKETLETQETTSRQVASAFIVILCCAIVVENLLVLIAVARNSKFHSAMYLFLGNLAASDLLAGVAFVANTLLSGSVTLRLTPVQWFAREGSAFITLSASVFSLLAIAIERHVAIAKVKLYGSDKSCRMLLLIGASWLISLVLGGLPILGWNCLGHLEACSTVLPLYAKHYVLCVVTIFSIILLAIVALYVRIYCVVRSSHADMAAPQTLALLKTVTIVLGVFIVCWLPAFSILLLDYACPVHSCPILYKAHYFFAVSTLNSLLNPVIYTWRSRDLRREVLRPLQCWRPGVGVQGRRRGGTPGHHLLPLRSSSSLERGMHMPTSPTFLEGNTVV
# sEH inh: blocks human soluble epoxide hydrolase activity; actives 0.34% (n = 91,000); AID 707; inhibition, % at 2 µM; P34913; recombinant human sEH enzymatic activity assay; in the data active = inhibition above about 80%; also: values of inactives mirror those of a sister screen read the other way; many of its hits are not listed in these tables
# S1P2 ag: S1P2 (human) receptor agonism | S1P2-expressing cell line, agonist reporter read-out | activation, % at 4.5 µM | actives 0.46% (n = 97,000) | AID 729; in the data active = activation above about 16%;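 also: 0% = vehicle low control and 100% = maximal reference agonist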
# sEH activator: increases human soluble epoxide hydrolase activity. purified human sEH enzymatic activity, activator screen. activation, % at 2 µM. P34913. actives 0.04% (n = 91,000); in the data active = activation above about 37%; also: values of inactives mirror those of a sister screen read the other way
# CYP2C19 activ: activators of human cytochrome P450 2C19; recombinant CYP2C19, luciferin-H EGE luminescence; hits give high values; 0 = fully inhibited enzyme, 1 = untreated enzyme; activation factor at 5 µM; 96,000 tested, under 10 active; AID 1025;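 active = activation factor of at least 2 at 5 µM in the primary screen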;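 also: 0 = wells with 2.5 mM tranylcypromine and 1 = vehicle-only wells; values of inactives mirror those of a sister screen read the other way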
# * marks the source's active call; other numbers are inactive results; . = not tested or not shown; & = joins results of further samples. Rule as the data show it, unless noted: active = inhibition above about 30%; inactive = the rest.
item	Structure	S1P2 ag	sEH inh	PostGolgi yeast	sEH activator	CYP2C19 activ
1	CC(C)(C)c1ccc(C(=O)NNc2cc(N3CCCCC3)nc(N3CCCCC3)n2)cc1	-4.2	-13.5	15.8	10.2	0.9
2	c1nnc2c3c4c(sc3ncn12)CCCC4	-1.8	-3.6	0.8	3.7	1.1
3	CCCN(CCC)C(=O)C1CCN(c2cc(C)nc3c(-c4ccc(OC)c(OC)c4)c(C)nn23)CC1	-2.4	6.3	-3.6	-6.4	0.5
4	O=C(COc1ccccc1O)c1cccs1	.	.	-3.5	.	0.7
5	Nc1nc(SCc2nc3scc(-c4ccccc4)c3c(=O)[nH]2)n[nH]1	-5.1	2.2	11.7	-4.2	0.8
6	Brc1ccc(NCc2nnc3n2CCCCC3)cc1	-8.6	-19.2	5.4	15.4	0.4
7	Cc1ccc2c(c1)C(CCN)C(=O)N2Cc1ccccc1 (centres undefined)	-0.3	5.2	-10.1	-3.3	1.1
8	O=C(Cn1cnc2ccccc21)NCCCN1CCOCC1	-8.1	16.2	-1.5	-18.3	1.1

item	PostGolgi ctrl	hDAT+cocaine	CYP2C19 inhib	S1P2 antag
1	27.0	0.0193	14.6	-6.8
2	8.8	-0.332	-9.2	-25.3
3	6.1	0.754	48.3	9.2
4	3.7	0.157	27.2	.
5	-1.8	0.453	23.8	17.7
6	-2.0	-0.0582	63.6*	6.4
7	-1.4	-0.245	-14.2	1.1
8	3.4	-0.00472	-8.7	23.3

# Part of the list above in a different format.
5: Nc1nc(SCc2nc3scc(-c4ccccc4)c3c(=O)[nH]2)n[nH]1
1: CC(C)(C)c1ccc(C(=O)NNc2cc(N3CCCCC3)nc(N3CCCCC3)n2)cc1
6: Brc1ccc(NCc2nnc3n2CCCCC3)cc1
8: O=C(Cn1cnc2ccccc21)NCCCN1CCOCC1
2: c1nnc2c3c4c(sc3ncn12)CCCC4
3: CCCN(CCC)C(=O)C1CCN(c2cc(C)nc3c(-c4ccc(OC)c(OC)c4)c(C)nn23)CC1
Assay by compound	5	1	6	8	2	3
S1P2 ag	-5.1	-4.2	-8.6	-8.1	-1.8	-2.4
sEH inh	2.2	-13.5	-19.2	16.2	-3.6	6.3
PostGolgi yeast	11.7	15.8	5.4	-1.5	0.8	-3.6
sEH activator	-4.2	10.2	15.4	-18.3	3.7	-6.4
CYP2C19 activ	0.8	0.9	0.4	1.1	1.1	0.5
PostGolgi ctrl	-1.8	27.0	-2.0	3.4	8.8	6.1
hDAT+cocaine	0.453	0.0193	-0.0582	-0.00472	-0.332	0.754
CYP2C19 inhib	23.8	14.6	63.6*	-8.7	-9.2	48.3
S1P2 antag	17.7	-6.8	6.4	23.3	-25.3	9.2

# (continued)
item	Structure	S1P2 ag	sEH inh	PostGolgi yeast	sEH activator	CYP2C19 activ
9	Cc1cc2n(n1)C(c1cn(-c3ccccc3)nc1C)Nc1c(C)cccc1-2 (centres undefined)	-8.3	-0.1	.	5.2	.
10	COc1ccc(CCNC(=O)C2(C)CCC(=O)N2CCC(C)C)cc1OC (centres undefined)	-0.9	-7.7	6.3	7.5	.
11	CCc1cccc(OCCCN2C(=O)NC(C)(C)C2=O)c1	-0.5	-1.0	5.3	3.1	0.1
12	COc1ccc(N(C)S(=O)(=O)c2cccc(C(=O)NC3=NCCS3)c2)cc1	.	.	-2.4	.	0.6
13	O=C(NNC(=O)c1cc2cc3ccccc3nc2s1)c1ccc(F)cc1	-6.0	-4.2	19.3	3.0	0.8
14	COc1ccc(S(=O)(=O)Cc2ccc(C(=O)N3CCN(c4ccc(Cl)cc4)CC3)o2)cc1	-3.5	-6.1	-0.8	4.8	0.6
15	COc1ccc(S(=O)(=O)N2CCOCC2)cc1C(C)C	-1.1	1.2	10.2	3.9	0.9
16	CCCCCCC(=O)N(O)C1CC(=O)N(c2ccc(Br)cc2)C1=O (centres undefined)	-7.1	1.5	-6.5	-3.6	0.5

item	PostGolgi ctrl	hDAT+cocaine	CYP2C19 inhib	S1P2 antag
9	.	-0.127	.	-14.0
10	2.1	-0.116	.	18.1
11	-0.6	1.89	91.5*	-1.8
12	4.6	-0.727	43.8	.
13	0.6	.	18.0	21.2
14	37.0*	-0.323&0.774	42.0	20.5
15	7.8	-0.185	6.1	-22.2
16	-2.0	-0.022	52.2*	41.3

# The list goes on:
item	Structure	S1P2 ag	sEH inh	PostGolgi yeast	sEH activator	CYP2C19 activ
17	O=c1[nH]c(SCc2n[nH]c(=S)n2-c2ccccc2)nc2ccccc12	-1.9	4.8	1.8	-4.6	0.3
18	CCC(C)(C)n1nnnc1C(c1ccc(C)cc1)N1CCN(Cc2ccc3c(c2)OCO3)CC1 (centres undefined)	-3.3	20.5	.	-17.0	.
19	O=c1c2ccccc2nc(SCc2ccccc2)n1Cc1ccco1	-5.8	7.2	18.8	-6.8	0.9
20	C/C(=C(\C#N)C(=O)NC1CCCCC1)N(C)C	-8.7	-0.1	-4.3	1.4	0.8
21	COc1cc(SC)ccc1C(=O)NCCCOC(C)C	-3.8	-4.2	1.4	5.5	0.7
22	O=C(CS(=O)CC(=O)Nc1ccc(Cl)cc1)NCC1OCCc2ccccc21 (centres undefined)	-8.6	-13.8	-0.8	12.1	0.9
23	Cc1noc(C)c1CSc1ncnc2ccccc12	-3.9	9.7	-3.3	-7.8	0
24	CCCCP(=O)(CCCC)Cc1ccccc1O	-4.9	9.7	-2.3	-8.5	1.1

item	PostGolgi ctrl	hDAT+cocaine	CYP2C19 inhib	S1P2 antag
17	14.3	0.0257	73.2*	-12.3
18	.	1.84	.	13.5
19	18.1	0.159	9.2	-14.9
20	0.0	0.106	21.8	8.4
21	7.3	0.745	30.4	4.4
22	0.9	0.0365	9.1	12.1
23	10.3	-0.984	96.2*	5.0
24	-1.1	-1.25	-8.8	-5.0

# Other structures follow:
item	Structure	S1P2 ag	sEH inh	PostGolgi yeast	sEH activator	CYP2C19 activ
25	CCN(C(=O)COC(=O)c1ccc(OCc2c(C)noc2C)cc1)c1ccccc1	-2.4	0.7	-14.9	-2.4	0.9
26	O=C(c1ccccc1)c1coc2ccc(O)c(Cl)c12	-10.0	8.8	-2.4	-9.7	0.1
27	Cc1ccc(-c2nc(C#N)c(NCCc3ccccn3)o2)cc1	-1.9	-2.1	0.5	5.2	0.9
28	COc1ccc(C(=O)c2ccc(CC#N)s2)cc1	-3.2	19.7	28.2	-18.3	0.4
29	O=C(CSc1nnc(CNC(=O)c2cccs2)o1)NC1CCCC1	-0.9	1.8	-2.1	1.2	.
30	Cc1cc(C)cc(NC(=O)CN(C)S(=O)(=O)c2cnc[nH]2)c1	-2.3	-8.4	2.1	6.6	.
31	COC(=O)c1cccc(NC(=O)c2nn(C(C)C)c(=O)c3ccccc23)c1	4.2	-0.5	1.4	0.1	0.9
32	COc1ccccc1/C=C/C(=O)N1CCOCC1	-4.5	-6.6	-9.2	9.1	0.9

item	PostGolgi ctrl	hDAT+cocaine	CYP2C19 inhib	S1P2 antag
25	-4.7	1.13	5.3	5.4
26	4.6	-0.132	90.3*	16.4
27	32.8*	-1.49	5.1	-8.0
28	2.2	0.77	56.2*	14.4
29	2.2	0.333	.	5.4
30	3.0	-0.388	.	-5.2
31	12.7	0.228	7.1	1.1
32	35.2*	-0.515	8.6	-3.4

# Later entries:
item	Structure	S1P2 ag	sEH inh	PostGolgi yeast	sEH activator	CYP2C19 activ
33	CCOC(=O)c1sc(-n2[nH]c(C)cc2=O)nc1C	-8.6	5.7	-3.7	-2.5	1
34	O/N=C1\CCCc2oc3c(c21)CCCC3	-5.3	-7.3	1.4	5.4	1.1
35	CC1(C)CC(NS(=O)(=O)c2ccccc2)CC(C)(C)N1	-4.2	-2.0	-7.9	5.0	1.1
36	Cc1nn(C)cc1/C=N/NC(=O)c1sc2ccccc2c1Cl	-4.7	-1.3	5.1	2.8	0.6
37	COc1ccccc1N(CC(=O)NC1CCCC1)C(=O)CCC(=O)Nc1cc(C)on1	0.5	-8.0	16.8	9.8	0.4
38	CCn1cc(C(=O)Nc2ccc3c(c2)OCCO3)c2cc(OC)c(OC)cc2c1=O	29.3*	-7.1	-9.7	8.9	0.7
39	O=C(NCCOc1ccccc1)C1CCCN1C(=O)c1cccs1 (centres undefined)	-0.2	5.8	2.4	-4.7	.
40	COc1cccc(-c2csc(N3CCN(C(=S)Nc4ccccc4Cl)CC3)n2)c1	-4.5	-6.0	6.1	9.3	0.3

item	PostGolgi ctrl	hDAT+cocaine	CYP2C19 inhib	S1P2 antag
33	-4.4	0.788	-0.2	1.0
34	11.5	-1.7	-8.7	-5.6
35	-10.7	0.268	-11.8	-8.2
36	1.8	1.46	37.3	-19.2
37	2.8	0.623	63.2*	8.2
38	-5.7	1.4	26.3	1.1
39	33.6*	-1.28	.	24.0
40	24.2	1.21	72.6*	-14.7

# (next part)
item	Structure	S1P2 ag	sEH inh	PostGolgi yeast	sEH activator	CYP2C19 activ
41	Cc1cc(=O)n(C(NC(=O)c2ccccc2)C(=O)c2ccccc2)cn1 (centres undefined)	-5.5	-0.5	.	0.5	.
42	CCn1c(SCC(=O)Nc2cc(C)ccc2C)nnc1-c1cnccn1	.	.	1.1	.	0.3
43	CCS(=O)(=O)c1nc2ccccc2n1Cc1ccccc1Cl	-4.8	-5.0	0.6	4.0	0.1
44	COc1ccccc1N1CCN(S(=O)(=O)c2cc(C)sc2C)CC1	-2.4	-7.4	0.7	11.3	0.6
45	N#CC(C#N)=c1ccc2c(c1)N1C3=C(CCCC3)CC3CCCCC31N=2 (centres undefined)	-12.9	-5.2	43.9*	8.4	0.1
46	O=C(c1cccc(C(F)(F)F)c1)N1CCC(O)(CS(=O)(=O)Cc2ccc(Cl)cc2)CC1	-5.2	-14.7	-8.2	12.4	0.9
47	CCCC(=O)N1CC2(CCC)CN(C(=O)CCC)CC(CCC)(C1)C2=O	-2.2	-10.7	21.6	8.1	1.1
48	CC(=O)NNc1cccc(Cl)n1	-0.5	0.7	-6.5	0.3	0.9

item	PostGolgi ctrl	hDAT+cocaine	CYP2C19 inhib	S1P2 antag
41	.	-1.39	.	2.4
42	6.4	1.47	71.7*	.
43	10.4	-1.34	91.3*	-22.4
44	8.9	-0.197	42.0	3.2
45	50.3*	-0.81	90.0*	18.7
46	9.8	-0.639	11.0	7.1
47	4.1	0.359	-13.9	9.6
48	3.5	.	10.4	4.4

# (further entries)
item	Structure	S1P2 ag	sEH inh	PostGolgi yeast	sEH activator	CYP2C19 activ
49	CCCCOc1cc(C)nc(NCc2ccccc2)n1	-1.7	6.3	28.4	-3.5	0.5
50	Cc1ccccc1-c1noc(-c2ccccc2C(=O)N2CCCC2)n1	-1.4	-0.8	-1.7	0.3	0.4
51	COc1ccc(-n2nnnc2SCC(=O)Nc2nnc(C)s2)cc1	-1.5	-0.3	20.5	0.0	0.8
52	CC1CCCCC1NC(=O)Cn1c(CN2CCCCC2)nc2ccccc2c1=O (centres undefined)	-5.1	-10.1	8.6	9.7	1.1
53	COc1ccccc1Nc1nc(N)nc(CSCCO)n1	-7.3	0.5	-11.2	0.1	1
54	CNC(=O)Cn1c(=O)n(C)c2ccccc21	2.9	-12.5	7.0	12.6	1.2
55	CCn1nc(C(=O)OCC(=O)c2cc(C)n(Cc3cccs3)c2C)c2ccccc2c1=O	-3.6	1.5	-24.8	-2.7	0.2
56	Cc1cc(C)cc(NC(=O)CSc2nnc(-c3ccccc3)n2N)c1	-5.2	6.5	14.8	-5.3	0.9
57	COc1ccccc1C(=O)C1Nc2ccccc2-c2nnc(SC)nc2O1 (centres undefined)	-5.5	-6.8	-1.2	9.8	.
58	CCOC(=O)C1CCN(C(=O)CCc2ccccc2)CC1	-7.5	4.7	-2.8	-7.0	0.3
59	COc1ccc(C2c3ccc4ccccc4c3Oc3ncn(CCN4CCOCC4)c(=N)c32)cc1 (centres undefined)	-1.4	10.9	-1.5	-11.0	1.1

item	PostGolgi ctrl	hDAT+cocaine	CYP2C19 inhib	S1P2 antag
49	37.6*	0.115	48.1	-18.0
50	20.7	0.0221	63.4*	11.6
51	-11.5	0.00618	15.9	-6.5
52	3.5	1.02	-8.7	5.5
53	-14.6	0.5	-1.9	13.2
54	2.9	-1.14	-15.3	-18.4
55	41.7*	0.185	79.9*	23.1
56	9.6	0.384	7.0	14.7
57	5.6	0.882	.	22.7
58	6.2	-1.48	70.7*	6.8
59	8.2	1.64	-9.8	0.5
